# OX1R antag-1 = antagonists of human orexin 1 receptor. inhibition, % at 5 µM. actives 0.43% (n = 330,000). CHO/OX1R cells, Fluo-8 calcium fluorescence, orexin A. O43613. AID 434989;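 active means inhibition above its plate's threshold, mean inhibition of all tested compounds on the plate plus 3 SD, cut at about 37% in these data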;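 further: 0% = orexin A challenge wells and 100% = SB-334867-A antagonist wells; not every result past the cut was called active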
# Target sequence (O43613 whole entry, looked up): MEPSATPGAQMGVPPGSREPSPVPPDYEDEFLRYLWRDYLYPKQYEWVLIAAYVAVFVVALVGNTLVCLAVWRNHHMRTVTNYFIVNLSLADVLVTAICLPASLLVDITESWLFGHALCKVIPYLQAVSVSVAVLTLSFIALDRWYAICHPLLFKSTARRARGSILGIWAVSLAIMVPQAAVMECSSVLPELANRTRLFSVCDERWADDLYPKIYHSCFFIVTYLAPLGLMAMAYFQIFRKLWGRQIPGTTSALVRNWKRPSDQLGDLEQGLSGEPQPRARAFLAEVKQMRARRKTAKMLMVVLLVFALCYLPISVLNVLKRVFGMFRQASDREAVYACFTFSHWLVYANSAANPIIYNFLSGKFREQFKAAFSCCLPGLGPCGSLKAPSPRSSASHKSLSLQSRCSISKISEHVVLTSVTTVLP
# STK33 inh = blocks human STK33 kinase activity; Q9BYT3; purified STK33, MBP phosphorylation, ADP-Glo luminescence; inhibition, % at 10 µM; actives 0.073% (n = 320,000); AID 2661;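 active means inhibition at or above 25%, using the most active replicate where run in duplicate; inactive means inhibition below 25%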
# Target sequence (Q9BYT3 whole entry, looked up): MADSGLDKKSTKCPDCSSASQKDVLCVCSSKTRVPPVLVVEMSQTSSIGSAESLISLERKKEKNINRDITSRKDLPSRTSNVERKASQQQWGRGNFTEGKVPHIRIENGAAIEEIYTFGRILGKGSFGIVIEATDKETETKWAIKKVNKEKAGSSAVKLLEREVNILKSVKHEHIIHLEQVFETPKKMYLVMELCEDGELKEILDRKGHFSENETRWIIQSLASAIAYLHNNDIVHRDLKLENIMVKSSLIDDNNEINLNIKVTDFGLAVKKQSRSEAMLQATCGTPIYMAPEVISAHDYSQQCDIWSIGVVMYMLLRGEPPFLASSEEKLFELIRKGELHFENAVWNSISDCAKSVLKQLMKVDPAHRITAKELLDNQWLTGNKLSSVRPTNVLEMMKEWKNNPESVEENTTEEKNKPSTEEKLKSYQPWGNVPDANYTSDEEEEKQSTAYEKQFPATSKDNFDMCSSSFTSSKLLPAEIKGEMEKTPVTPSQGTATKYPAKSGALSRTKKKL
# OX1R antag-2 = blocks the human orexin 1 receptor; O43613; OX1R-expressing cells, FRET antagonist read-out; inhibition, % at 6.6 µM; actives 1.8% (n = 330,000); AID 485270; in the data active means inhibition mostly above about 38%, no sharp cut-off; inactive means mostly below about 40%;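 further: 0% = agonist challenge alone and 100% = reference antagonist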
# * = called active by the depositor; / = no result given.
No. | compound | OX1R antag-2 | STK33 inh | OX1R antag-1
1 | CCn1nnc(-c2ccccc2NS(=O)(=O)c2ccc(C(=O)OC)cc2)n1 | 9 | -3.6 | 2
2 | CCCCN1C(=S)NC[C@@H]1Cc1ccc(O)cc1 | 5 | 1.2 | 1
3 | Nc1[nH]n2c(=O)cc(-c3ccccc3)nc2c1N=Nc1ccc(S(N)(=O)=O)cc1 | 19 | 0.3 | -8
4 | CC1(C)OCC(C2CC(c3ccccc3)NS(=O)(=O)O2)O1 (stereo not drawn) | 17 | -2.5 | -11
5 | Cc1c(-c2cc(C(=O)O)c3ccccc3n2)cnn1C | 2 | 1.4 | -8
6 | CCOCCCNC(=O)CN1C(=O)COc2ccc(S(=O)(=O)N3CC(C)CC(C)C3)cc21 (stereo not drawn) | 10 | -1.9 | -24
7 | CN(C)CCOCCOc1ccc(Cl)cc1Br | 4 | -0.6 | -12
8 | O=c1[nH]c(=O)n(Cc2ccco2)c2c1C(C(F)(F)F)(C(F)(F)F)N=C(c1ccc(F)cc1)N2 | 28 | -0.2 | -3
9 | COc1ccc(/C=N/Nc2ccc(C(=O)O)cc2)c(OC)c1OC | -18 | -5.6 | 0
10 | O=C(CCc1nc2ccccc2[nH]1)N1CCN(C(=O)c2ccco2)CC1 | 12 | -0.3 | -3
11 | O=C(NCCCN1CCOCC1)c1ccc(Sc2ccc(Br)cc2)c([N+](=O)[O-])c1 | 4 | 0.0 | -11
12 | O=C(NCc1ccccc1Cl)c1ccc2c(c1)SC1=NS(=O)(=O)CCN12 | 10 | -0.1 | -8
13 | Cc1cc(C)c(NC(=O)c2ccc3c(c2)NC(=O)C(C)S3)c(C)c1 (stereo not drawn) | 3 | -1.1 | -17
14 | Cc1cccc2c1N(CCOc1ccccc1)C(=O)C2=O | 10 | -0.2 | -8
15 | CCOC(=O)c1[nH]c2ccccc2c1N=C(C)N(CC)CC | 7 | -0.4 | -20
16 | COC(=O)c1cc(OC)c(OC)cc1NC(=O)CCC1CCCC1 | 16 | -0.1 | -42
17 | Cc1ccn2c(=O)c(C(=O)NCCCN3CCCC3=O)c(O)nc2c1 | 3 | -1.5 | -2
18 | COc1ccc(N(CC(=O)NC2CCCC2)C(=O)CCC(=O)Nc2cc(C)on2)c(OC)c1 | 7 | -1.7 | -25
19 | CCn1c(=O)[nH]c2ccccc2c1=O | 14 | -0.1 | -3
20 | Cc1ccsc1/C=N/N1CCN(c2ccccc2)CC1 | 8 | -1.3 | -37
21 | CC(C)N(C(=O)COC(=O)c1ccc(Cl)nc1)C(C)C | 7 | 0.0 | -18
22 | O=S(=O)(Nc1nccs1)c1ccc(NCc2cc(Br)cc(Br)c2O)cc1 | 15 | -0.3 | -10
23 | COc1ccccc1C(=O)NC(=O)Cn1nc(C)c([N+](=O)[O-])c1C | 10 | -0.1 | -6
24 | Cc1cc(C(=O)NC(C)c2ccncc2)no1 (stereo not drawn) | -1 | 9.9 | 2
25 | N#CCCn1cc(/C=C2\NC(=S)N(c3ccccc3)C2=O)c(-c2ccc(F)cc2)n1 | 13 | 1.4 | -19

# 2 entries from above, with values under each structure.
# Every second line gives: OX1R antag-2	STK33 inh	OX1R antag-1
(16) COC(=O)c1cc(OC)c(OC)cc1NC(=O)CCC1CCCC1
→ 16	-0.1	-42
(17) Cc1ccn2c(=O)c(C(=O)NCCCN3CCCC3=O)c(O)nc2c1
→ 3	-1.5	-2

# Some of the entries above in another layout:
(5) Cc1c(-c2cc(C(=O)O)c3ccccc3n2)cnn1C
  OX1R antag-2 = 2
  STK33 inh = 1.4
  OX1R antag-1 = -8

(6) CCOCCCNC(=O)CN1C(=O)COc2ccc(S(=O)(=O)N3CC(C)CC(C)C3)cc21 (stereo not drawn)
  OX1R antag-2 = 10
  STK33 inh = -1.9
  OX1R antag-1 = -24

# The list continues:
No. | compound | OX1R antag-2 | STK33 inh | OX1R antag-1
26 | CCOc1cc(/C=N/NC(=O)C(=O)NC)cc(Br)c1O | 20 | 0.2 | -11
27 | Cc1nn(-c2ccccc2)c(C)c1NC(=O)COC(=O)[C@@H](NC(=O)c1ccccc1)C(C)C | 16 | / | -23
28 | COc1ccc(C2c3ccc4ccccc4c3Oc3ncn(Cc4ccco4)c(=N)c32)cc1OC (stereo not drawn) | 27 | -2.3 | -21
29 | Cc1ccc(CNC(=O)CCNS(=O)(=O)c2ccc3c(c2)c(=O)n(C)c(=O)n3C)cc1 | 0 | 0.1 | -9
30 | O=C(CSc1ncnc2nc[nH]c12)NCCc1ccccc1 | 3 | -1.3 | -6
31 | O=C(CSc1n[nH]c(-c2ccccc2O)n1)NC1CCCCC1 | 23 | -0.1 | -32
32 | O=C(CCN1C(=O)S/C(=C\c2ccc(Cl)cc2)C1=O)Nc1ccc(C(=O)O)cc1 | 32 | -1.4 | -4
33 | O=C(Nc1ccccc1)Nc1ccccc1C(=O)NCc1ccccc1 | 39 | -1.6 | -22
34 | Cn1c(CNC(=O)CNC(=O)Cc2ccc(Cl)cc2)cc(=O)n(C)c1=O | -6 | 0.3 | 17
35 | CCOC(=O)C1(CC2CC2)CCN(Cc2ccc(O)c(Cl)c2)CC1 | 17 | 1.6 | -1
36 | N/C(=N\OC(=O)c1ccc(=O)n(Cc2ccccc2)c1)c1ccccn1 | 10 | -1.0 | -15
37 | Cn1c(SCC(=O)NCc2cccs2)nnc1-c1cccs1 | 17 | -3.6 | -8
38 | COc1ccc(CN(Cc2cccn2C)S(=O)(=O)c2cccc(C(F)(F)F)c2)cc1 | 13 | -0.8 | -45
39 | Cc1cc(NC(=O)CSCC(=O)Nc2ccccc2OC(F)F)no1 | 13 | -1.1 | -16
40 | COc1ccc(OC)c(-c2csc(N(Cc3ccco3)C(=O)c3cccs3)n2)c1 | 16 | -0.6 | -24
41 | CCOC(=O)Cc1cc(=O)n2[nH]cc(-c3ccc(Cl)cc3)c2n1 | 8 | 0.2 | -12
42 | CC(C)CNC(=O)CSc1nnc(CN2CCCCCC2=O)n1-c1ccccn1 | 15 | -0.6 | 10
43 | Cc1ccc(NC(=O)CC2SCCNC2=O)cc1Cl (stereo not drawn) | 1 | -1.1 | -14
44 | CCOC(=O)c1[nH]c2ccc(OC)cc2c1NC(=O)CCN1CCc2ccccc2C1 | -1 | 0.0 | -26
45 | O=C(O)C1=C[C@@H](c2ccccc2)C[C@@H](OCc2ccc(CO)cc2)O1 | 17 | -0.9 | 3
46 | O=c1ccc(-c2ccc(S(=O)(=O)Nc3ccc(F)cc3)s2)n[nH]1 | 6 | -2.0 | -11
47 | Cc1ccc(C)c(OCCC(=O)OC(C)C(=O)Nc2c(C)n(C)n(-c3ccccc3)c2=O)c1 (stereo not drawn) | 28 | -1.1 | -4
48 | CCOC(=O)C1C(c2ccc(O)cc2)NC(=O)NC1(O)C(F)(F)F (stereo not drawn) | 16 | -0.9 | -1
49 | CCOC(=O)N1CCC(NC2CCCCCCC2)CC1 | 12 | 1.4 | -2
50 | Cc1oc2ccc(OC(=O)COc3c(F)c(F)c(F)c(F)c3F)cc2c1C(=O)OC(C)C | 3 | 0.3 | 7

# (more compounds)
No. | compound | OX1R antag-2 | STK33 inh | OX1R antag-1
51 | CCOC(=O)C1=C(C)Nc2ncnn2C1c1c[nH]c2ccccc12 (stereo not drawn) | 36 | -1.2 | -6
52 | CC(C)c1cc(C(=O)O)c2ccccc2n1 | 9 | -0.3 | -8
53 | CN(C(=O)c1ccccc1C(=O)OCC(=O)NCc1cccs1)C1CCCCC1 | 31 | -1.3 | 0
54 | CCOc1ccc(/C=N/NC(=O)c2nnn(-c3nonc3N)c2CN2CCC(C)CC2)cc1 | 9 | 3.3 | -28
55 | CCc1ccc2c(COn3nnc4ccc(S(=O)(=O)N(C)C)cc43)cc(=O)oc2c1 | 30 | 0.7 | -28
56 | CCN(CC)c1ccc(C(NC(C)=O)NC(C)=O)cc1 | 37 | -1.1 | -18
57 | CC(C)Cn1c(SCC(=O)NCc2ccc(Cl)cc2)nnc1-c1cccc(S(=O)(=O)N2CCOCC2)c1 | 10 | -1.7 | -31
58 | CCOc1ccc(N2C(=O)C3C(c4ccccc4)=NN(c4ccccc4)C3C2=O)cc1 (stereo not drawn) | 6 | -2.8 | -8
59 | O=C1C(C=NC2CC2)=C(O)c2ccccc21 | 29 | 4.7 | -21
60 | Clc1ccc(Cn2nnc(-c3ccc(N4CCOCC4)cc3)n2)cc1 | 33 | -1.1 | -3
61 | C/C(=N\NC(=O)c1c(Cl)c(C)nn1C)c1ccc(NC(=O)COc2ccc(Cl)cc2C)cc1 | 15 | -1.6 | -11
62 | Cc1cc(C)c(C#N)c(SCCN2CCOCC2)n1 | 6 | -1.5 | -7
63 | CCOc1nc(NC2CCCCC2)nc(NC(C)(C)C)n1 | 11 | -0.2 | -10
64 | O=C(CN1CCC(Cc2ccccc2)CC1)NCCc1ccc(F)cc1 | 11 | -1.1 | -15
65 | CCOCc1nnc(NS(C)(=O)=O)s1 | 2 | -2.1 | 7
66 | COc1ccc(CNC(=O)Cn2c(=O)oc3cc(S(=O)(=O)N4CCCC4)ccc32)cc1 | 14 | 1.2 | -10
67 | CCSC(C)CC1CC(=O)CC(=O)C1 (stereo not drawn) | 19 | -0.1 | -27
68 | CNC(=O)c1sccc1Oc1ccc(F)cc1[N+](=O)[O-] | 18 | 0.9 | -25
69 | COc1ccc(C(=O)NC(=O)NC2(C(Cl)(Cl)Cl)OCCO2)cc1 | 23 | -0.5 | -9
70 | O=C(CCCOc1ccccc1)N1CCN(c2ccc(F)cc2)CC1 | 24 | -0.2 | -20
71 | O=C(CSc1nnc(-c2ccncc2)o1)NCc1ccc(Cl)cc1 | 3 | 1.2 | -10
72 | O=C(Cn1c(-c2ccccn2)nc2ccccc21)N/N=C/c1cccnc1 | 9 | -0.9 | -20
73 | Cc1ccc(N(C(=O)C2CCC(=O)N2)C2(C(=O)NC3CCCCC3)CCCCC2)cc1 (stereo not drawn) | 8 | -2.2 | -12
74 | CC1CCCCC1NC(=O)CCn1c(=O)sc2ccccc21 (stereo not drawn) | -3 | 0.1 | -1
75 | COc1cc(-n2c(=O)c3ccccc3n(Cc3cc(=O)n4ccccc4n3)c2=O)cc(OC)c1OC | 12 | -1.8 | -28

# Other structures
No. | compound | OX1R antag-2 | STK33 inh | OX1R antag-1
76 | CCOc1ccccc1C(=O)N1CCC(C(=O)c2ccc(F)cc2)CC1 | 8 | -3.2 | -1
77 | O=C(O)C1=C(OCc2ccc(F)c(F)c2)C(=O)NCC1 | 6 | -0.6 | 2
78 | CCC(=O)NNc1ncnc2ccccc12 | 4 | 0.1 | -11
79 | CCOC(=O)COc1ccc(C2CC(C)=NN2c2ccccc2)cc1 (stereo not drawn) | 7 | -0.5 | -6
80 | Cc1ccsc1CNC(=O)c1c(-c2ccccc2)noc1C | 7 | 0.7 | -14
81 | CCO[C@@H]1OC(C(=O)O)=C[C@H](C2CCCCC2)[C@H]1CCCO | 18 | -1.6 | 7
82 | Cc1cc(Cl)c2cc3ccccc3cc2n1 | 0 | 0.2 | -20
83 | Cc1noc(C)c1COC(=O)c1cccc(S(=O)(=O)N2CCOCC2)c1 | 5 | -1.3 | -31
84 | CCOC(=O)c1[nH]c(C)c(C(=O)OCC(=O)N2CCc3ccccc32)c1C | 3 | -0.4 | -4
85 | O=C(Nc1ccccc1N1CCCC1)c1cccnc1 | 2 | -0.1 | -10
86 | Cc1c(C(=O)O)oc2ccc(S(=O)(=O)N3CCCCC3C(=O)O)cc12 (stereo not drawn) | 11 | -0.8 | 9
87 | O=C(c1cnc2sccn2c1=O)N1CCc2ccccc2C1 | 11 | -0.4 | -11
88 | COc1ccc(C(=S)N2CCOCC2)cc1OC(=O)c1ccccc1Cl | 29 | -0.8 | -24
89 | Cn1nc(C(C)(C)C)cc1C(=O)Nc1nc2c(s1)C(=O)CC(C)(C)C2 | 23 | 0.8 | -9
90 | COc1ccc(/C=C/C(=O)OCC(=O)Nc2ccc(Cl)cn2)cc1 | 3 | 0.7 | -5
91 | COc1ccc(N2C(=O)C3NN=C(C(=O)OCc4ccccc4)C3C2=O)cc1 (stereo not drawn) | 12 | -1.6 | -14

# Structural class: the compounds so far with an NH in an aromatic ring
No. | compound | OX1R antag-2 | STK33 inh | OX1R antag-1
3 | Nc1[nH]n2c(=O)cc(-c3ccccc3)nc2c1N=Nc1ccc(S(N)(=O)=O)cc1 | 19 | 0.3 | -8
8 | O=c1[nH]c(=O)n(Cc2ccco2)c2c1C(C(F)(F)F)(C(F)(F)F)N=C(c1ccc(F)cc1)N2 | 28 | -0.2 | -3
10 | O=C(CCc1nc2ccccc2[nH]1)N1CCN(C(=O)c2ccco2)CC1 | 12 | -0.3 | -3
15 | CCOC(=O)c1[nH]c2ccccc2c1N=C(C)N(CC)CC | 7 | -0.4 | -20
19 | CCn1c(=O)[nH]c2ccccc2c1=O | 14 | -0.1 | -3
30 | O=C(CSc1ncnc2nc[nH]c12)NCCc1ccccc1 | 3 | -1.3 | -6
31 | O=C(CSc1n[nH]c(-c2ccccc2O)n1)NC1CCCCC1 | 23 | -0.1 | -32
41 | CCOC(=O)Cc1cc(=O)n2[nH]cc(-c3ccc(Cl)cc3)c2n1 | 8 | 0.2 | -12
44 | CCOC(=O)c1[nH]c2ccc(OC)cc2c1NC(=O)CCN1CCc2ccccc2C1 | -1 | 0.0 | -26
46 | O=c1ccc(-c2ccc(S(=O)(=O)Nc3ccc(F)cc3)s2)n[nH]1 | 6 | -2.0 | -11
51 | CCOC(=O)C1=C(C)Nc2ncnn2C1c1c[nH]c2ccccc12 (stereo not drawn) | 36 | -1.2 | -6
84 | CCOC(=O)c1[nH]c(C)c(C(=O)OCC(=O)N2CCc3ccccc32)c1C | 3 | -0.4 | -4
